FBA Mtb inh: inhibits M. tuberculosis FBA enzyme; P9WQA3; purified M. tuberculosis FBA, fluorescence read-out; inhibition, % at 1 µM; hit rate 2.3% among 360,000; AID 588726; in the data active = inhibition above about 27%;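 note: 0% = vehicle and 100% = reference inhibitor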
Target sequence (P9WQA3 whole entry, looked up): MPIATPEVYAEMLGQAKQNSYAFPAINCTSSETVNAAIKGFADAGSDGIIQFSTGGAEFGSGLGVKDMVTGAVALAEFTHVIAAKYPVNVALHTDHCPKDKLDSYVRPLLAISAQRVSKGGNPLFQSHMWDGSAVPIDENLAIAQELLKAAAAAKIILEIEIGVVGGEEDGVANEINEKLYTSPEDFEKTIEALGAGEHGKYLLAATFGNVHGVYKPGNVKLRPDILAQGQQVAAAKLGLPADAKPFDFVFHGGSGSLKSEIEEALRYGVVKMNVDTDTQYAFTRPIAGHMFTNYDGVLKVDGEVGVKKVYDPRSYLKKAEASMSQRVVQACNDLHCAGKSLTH
CCHF vOTU inh: CCHFV vOTU protease inhibition. Pep-AMC fluorescence. inhibition, % at 11.5 µM. hit rate 0.55% among 370,000. AID 651958; note: 0% = vehicle wells with enzyme and 100% = no enzyme wells
Mtb UGM inh: Mtb UDP-galactopyranose mutase inhibition | purified UGM, fluorescence polarization probe displacement | hit rate 0.06% among 320,000 | inhibition, % at 10 µM | P9WIQ1; in the data active = inhibition above about 10%, passing the limit was not always enough; inconclusive = no clear call, values can overlap the other calls
Target sequence (P9WIQ1 whole entry, looked up): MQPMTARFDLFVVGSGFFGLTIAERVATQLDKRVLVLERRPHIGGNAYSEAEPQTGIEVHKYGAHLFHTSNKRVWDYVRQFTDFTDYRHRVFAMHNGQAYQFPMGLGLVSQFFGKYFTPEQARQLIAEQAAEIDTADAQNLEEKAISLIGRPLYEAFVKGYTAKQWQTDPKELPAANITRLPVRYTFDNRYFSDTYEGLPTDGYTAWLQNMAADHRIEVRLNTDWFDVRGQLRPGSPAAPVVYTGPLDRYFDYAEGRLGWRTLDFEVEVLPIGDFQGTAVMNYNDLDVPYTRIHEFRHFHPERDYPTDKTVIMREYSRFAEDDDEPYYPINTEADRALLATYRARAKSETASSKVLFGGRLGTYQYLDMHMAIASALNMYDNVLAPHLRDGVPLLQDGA
BioA inh: inhibitors of Mycobacterium tuberculosis BioA enzyme | purified M. tuberculosis BioA enzyme, plate reader | inhibition, % at 9.99 µM | hit rate 0.096% among 360,000; in the data active = inhibition above about 40%; inconclusive = no clear call, values can overlap the other calls
FadD28 binding: inhibitors of Mycobacterium tuberculosis FadD28 bisubstrate binding; FadD28 bisubstrate probe binding, fluorescence polarization; inhibition, % at 12.5 µM; hit rate 0.22% among 360,000; AID 588549; in the data active = inhibition above about 8.5%, passing the limit was not always enough; inconclusive = no clear call, values can overlap the other calls
PrPC TRFRET: inhibitors of human cell surface prion protein PrPC; P04156; TR-FRET read-out; inhibition, % at 13.8 µM; hit rate 0.43% among 370,000; AID 720596; in the data active = inhibition above about 24%; note: 0% = median of the test wells and 100% = reference compound wells
BoNT-F LC inh: BoNT F light chain protease inhibition; AID 588497; hit rate 0.22% among 360,000; Multiplex microsphere protease cleavage assay, flow cytometry; inhibition, % at 10 µM; in the data active = inhibition above about 35%, passing the limit was not always enough; inconclusive = no clear call, values can overlap the other calls; note: plate controls were buffer without enzyme for full effect and enzyme alone for no effect
GDH-TPI inh: GDH-TPI coupled enzyme inhibition counter-screen; GDH-TPI coupled enzyme counterscreen, NADH absorbance; inhibition, % at 4.8 µM; hit rate 1.2% among 360,000; AID 588335;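 note: 0% = DMSO wells and 100% = wells lacking the enzyme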
BoNT-A LC inh2: BoNT A light chain protease inhibition; multiplex microsphere protease substrate cleavage, flow cytometry; inhibition, % at 10 µM; hit rate 0.17% among 360,000; AID 588499; in the data active = inhibition above about 30%; inconclusive = no clear call, values can overlap the other calls; note: plate controls were buffer without enzyme for full effect and enzyme alone for no effect
An asterisk follows results filed as active; ? = inconclusive; nt = not tested or not shown; + = active, no number; & = joins results of further samples. Cut-off read from the data, not from the text of the source, unless noted: active = inhibition above about 30%; inactive = the rest.

SMILES	FBA Mtb inh	CCHF vOTU inh	Mtb UGM inh	BioA inh	FadD28 binding	PrPC TRFRET	BoNT-F LC inh	GDH-TPI inh	BoNT-A LC inh2
CCCC[n+]1ccn(-c2nc3ccccc3nc2[N-]S(=O)(=O)c2ccccc2)c1	33*	-25	1.0	-2.3	-1.3	0	-3	14	1.1
CCn1cc(CNC(=O)C2C3CCC(C3)C2C(=O)O)cn1 (stereo not drawn)	-1	1	2.6	-1.6	-2.9	6	-3	-7	0.2
COc1ccc(S(=O)(=O)Nc2nnc(C(C)(C)C)s2)cc1	0	8	3.9	-1.3	-3.3	0	7	-4	-0.2
CCCn1nc(C(=O)NCC(C)(C)N2CCOCC2)c2ccccc2c1=O	-4	20	4.2	0.1	-2.3	-2	-10	-1	0.7
O=C(CCn1c(=S)[nH]c2cc3c(cc2c1=O)OCO3)NCc1ccccc1Cl	2	0	3.4	-0.9	-1.1	1	-9	13	-2.6
NC(=O)c1ccccc1NC(=O)c1ccoc1	-1	1	-1.5	-1.8	-2.4	4	-6	-5	0.8
CNC(=S)Nc1cc(C(F)(F)F)ccc1Cl	-2	-10	2.2	nt	-4.1	6	2	6	-0.1
CCOCCCn1c(NN)nc2ccccc2c1=O	1	-4	0.7	nt	-0.1	10	-2	3	-0.6
CN(CC(=O)Nc1ccc(F)c(F)c1)S(=O)(=O)c1cccs1	0	0	1.1	9.3	-0.9	13	11	7	-4.5
O=C1SC(SC(=Nc2ccccc2)Nc2ccccc2)C(=O)N1c1ccccc1 (stereo not drawn)	-1&1	-10	-0.7	nt	-3.0&-2.6	8	-3&2	-1&3	0.6&1.8
Cc1ccc(OCCC(=O)NNC(=O)c2nn(C)c(=O)c3ccccc23)cc1	0	0	0.5	-0.1	-1.5	-6	-5	2	-0.8
COc1ccc2c(CC(=O)NC3CCCc4ccccc43)coc2c1 (stereo not drawn)	2	-10	-0.8	nt	-4.8	6	-14	-7	3.0
CCCCOc1ccc(S(=O)(=O)NC(=O)C2(C)CCN2C(=O)Cc2cccs2)cc1 (stereo not drawn)	4	28	nt	-0.5	0.5	3	0	0	-0.3
Cc1ccc(NC(=O)CS(=O)(=O)c2c[nH]c3ccccc23)c(C)c1	1	4	0.8	1.3	-2.2	4	3	4	-0.7
COC(=O)[C@@]12CCCCN1[C@H](c1ccc(-c3cccc(Cl)c3)cc1)[C@H]1C(=O)N(C)C(=O)[C@H]12	-1	18	1.6	-1.3	-0.7	7	-5	8	-0.8
CC(=O)Oc1ccc(-c2csc(Nc3cccnc3)n2)cc1	-2	-2	1.8	-0.8	-0.7	1	12	2	0.4
COC(=O)c1ccc(N(CC(=O)NC2CCCCC2)C(=O)CNC(=O)c2ccco2)cc1	0	0	-1.7	0.5	0.1	5	-9	2	-1.5
COc1cc(C(=O)NCCNC(=O)c2ccco2)cc(OC)c1OC	2	10	nt	-1.6	0.4	-6	6	12	1.3
CCOc1ccc(S(=O)(=O)NCc2ccncc2)cc1	-4	-6	2.5	-0.6	-2.6	12	8	-3	-0.6
COc1ccc(C(=O)Nc2ccc(O)c3c(=O)cc(-c4cccc(Cl)c4)oc23)cc1	-4	-9	1.0	-0.3	-4.0	4	4	11	0.0
O=C(NCCc1cccs1)C1CCC(=O)N(CCc2cccc(F)c2)C1 (stereo not drawn)	2	-18	-0.8	0.9	-1.0	8	8	1	8.0
CCN(C(=O)COC(=O)c1ccccc1Oc1ccccc1)c1c(N)n(Cc2ccccc2)c(=O)[nH]c1=O	5	7	nt	-2.2	-3.2	3	-5	4	0.0
Nn1c(SCCOc2ccc(Cl)cc2)nnc1-c1cccnc1	2	-15	0.1	nt	-1.6	2	-2	-3	0.9
Cc1occc1-c1nnc(SCC(=O)N(C)CCC#N)n1N	2	6	-0.2	-2.1	2.6	-2	2	2	0.5
O=C([O-])c1ccccc1-[n+]1c(-c2ccccc2)cc(-c2ccccc2)cc1-c1ccccc1	1	0	0.5	0.5	-1.7	-4	-10	15	-0.6
O=C(NNC(=O)c1ccccc1[N+](=O)[O-])Nc1ccc(Cl)cc1	2	19	-1.8	nt	0.2	-7	3	-2	0.1
O=C(Cc1ccsc1)NNC(=O)c1ccccc1Cl	3	-1	4.5	nt	-0.6	4	?	12	2.4
COc1ccc(C2CC(c3cccs3)=NN2C(=O)CSc2nc(=O)n3cc(C)ccc3n2)cc1 (stereo not drawn)	-3	8	1.7	20	-3.6	-2	0	24	-2.5
CCN1CCc2c(OCC(=O)N3CCCCC3)cccc2C1=O	4	-7	-0.3	nt	-2.3	8	0	22	-1.2
CCn1cnc2c1c(=O)n(Cc1nnc3n1-c1ccccc1SC3)c(=O)n2Cc1ccccc1	1	-1	-0.8	2.9	0.3	2	1	15	0.8
Cc1ccc(C)c(NC(=O)CN(C)C(=O)C2CCN(S(=O)(=O)c3ccc4c(c3)OCCO4)CC2)c1	1	21	4.1	nt	-2.4	7	?	3	-3.6
COc1cccc(NC(=S)N2CCN(C)CC2)c1	-2	-9	0.2	-5.7	-1.0	0	?	6	3.4
O=C1CCc2cc(S(=O)(=O)NCc3ccc(F)cc3)cc3c2N1CCC3	8	1	2.7	nt	-3.4	1	21	-1	5.8
O=C1CN(C(=O)COC(=O)c2ccc(N3CCCCCC3)c([N+](=O)[O-])c2)c2ccccc2N1	-9	-2	-2.3	nt	-5.6	-6	-12	9	-0.5
Cc1ccc(S(=O)(=O)CCC(=O)Nc2cccc(C)c2)cc1	0	15	2.5	0.5	-0.8	1	5	3	0.1
O=S(=O)(c1cccc(F)c1)N1CCN(C(=S)NCc2ccccc2)CC1	3	1	1.2	nt	-0.4	-2	0	13	0.8
COc1ccc2c(-c3ccc(S(N)(=O)=O)cc3)c(-c3ccc(S(C)(=O)=O)cc3)sc2c1	+	-205	nt	-0.5	0.1	-8	-2	12	-0.4
CCOCCCNS(=O)(=O)c1cc2[nH]c3c(c2cc1C)C(=O)CC(C)(C)C3	-2	-9	1.1	0.8	nt	0	2	10	-1.1
Cc1nnc(SCC(=O)Nc2nsc(-c3ccccc3)n2)s1	0	-9	1.2	-0.6	-2.1	-3	-6	1	-4.9
CCN(C(=O)COC(=O)c1cc(NS(=O)(=O)c2ccc(Cl)c([N+](=O)[O-])c2)ccc1O)C1CCCCC1	1	-2	1.0	nt	-3.6	0	-7	5	-0.6

Single records, as listed above. Order of screens: FBA Mtb inh | CCHF vOTU inh | Mtb UGM inh | BioA inh | FadD28 binding | PrPC TRFRET | BoNT-F LC inh | GDH-TPI inh | BoNT-A LC inh2
Listed for CCN(C(=O)COC(=O)c1ccccc1Oc1ccccc1)c1c(N)n(Cc2ccccc2)c(=O)[nH]c1=O → 5 | 7 | nt | -2.2 | -3.2 | 3 | -5 | 4 | 0.0
Listed for Nn1c(SCCOc2ccc(Cl)cc2)nnc1-c1cccnc1 → 2 | -15 | 0.1 | nt | -1.6 | 2 | -2 | -3 | 0.9
Listed for CCOCCCNS(=O)(=O)c1cc2[nH]c3c(c2cc1C)C(=O)CC(C)(C)C3 → -2 | -9 | 1.1 | 0.8 | nt | 0 | 2 | 10 | -1.1
Listed for CCn1cnc2c1c(=O)n(Cc1nnc3n1-c1ccccc1SC3)c(=O)n2Cc1ccccc1 → 1 | -1 | -0.8 | 2.9 | 0.3 | 2 | 1 | 15 | 0.8
Listed for Cc1occc1-c1nnc(SCC(=O)N(C)CCC#N)n1N → 2 | 6 | -0.2 | -2.1 | 2.6 | -2 | 2 | 2 | 0.5

(listing goes on)
SMILES	FBA Mtb inh	CCHF vOTU inh	Mtb UGM inh	BioA inh	FadD28 binding	PrPC TRFRET	BoNT-F LC inh	GDH-TPI inh	BoNT-A LC inh2
COC(=O)c1ccc(-c2noc(CN(Cc3ccccn3)CC3CCCO3)n2)cc1 (stereo not drawn)	-3	6	-1.7	nt	-3.8	9	4	-2	-0.1
Cc1ccc(C)c(NC(=O)CCN2CCN(CCO)CC2)c1	-1	-7	1.8	-1.2	-1.0	6	-9	16	-2.7
CC(C)CCN1C(=O)c2ccc(C(=O)Nc3ccccn3)cc2C1=O	7	-4	0.2	-10	-1.8	5	-1	4	1.0
CCOc1ncccc1C(=O)Nc1ccc(C(=O)Nc2ccc(OC)cc2)cc1	3	15	4.0	-1.8	0.4	7	-11	1	-6.0
COc1ccc(CNC(=O)CSc2n[nH]c(N)n2)cc1	0	4	1.3	-0.8	-2.0	-1	-5	0	-1.2
CC(=O)OCC1=C(C(=O)O)N2C(=O)C(NC(=O)COc3ccc(F)cc3)C2SC1 (stereo not drawn)	0	-5	nt	0.9	1.2	-3	2	7	-0.9
COc1ncccc1C(=O)N1CCCC(N2CCN(c3cccc(Cl)c3)CC2)C1 (stereo not drawn)	3	-5	0.5	1.9	-2.0	2	-3	5	-3.9
Cc1ccc2nc3c(cc(C(N)=S)c(=N)n3CCCOC(C)C)c(=O)n2c1	48*	-110	-0.2	-0.2	-4.0	-16	-9	4	45*
Fc1ccc2c(c1)C(c1cccnc1)=NNC(c1cccs1)=N2	-3	7	0.3	nt	-1.0	1	-7	6	0.1
c1ccc(COc2nsnc2N2CCOCC2)cc1	-3	17	-0.6	0.3	1.3	-6	4	-1	-0.6
Cc1cc(N2CCN(C(=O)c3ccco3)CC2)n2ncnc2n1	-1	-2	1.1	nt	-2.7	2	18	-4	0.6
CCOC(=O)c1ccccc1Nc1cn(C(C)=O)c2ccccc12	14	-18	3.4	nt	-4.6	-2	-4	15	-0.5
O=C(NCc1cccnc1)c1csc([C@@H]2O[C@H](CO)[C@H](O)[C@H](O)[C@H]2O)n1	0	-4	nt	-2.1	-1.5	-1	1	6	-0.2
Cc1ccc2cc(CN(Cc3ccc4c(c3)OCO4)Cc3nnnn3Cc3ccco3)c(=O)[nH]c2c1	5	1	4.2	-1.5	-8.3	-1	-6	4	0.3
CCCn1cnc2c(N)c(C)c(C)cc21	1	4	1.2	nt	-4.1	1	-8	2	0.5
COC(CNC(=O)C1CCN(C(=O)c2cc3oc(C)cc3n2Cc2c(F)cccc2Cl)CC1)OC	0	-1	1.4	nt	-2.4	5	2	-2	0.0
Cc1ccc(S(=O)(=O)N2CCN(C(=O)/C=C/c3ccco3)CC2)cc1	2	-11	-0.4	nt	-4.2	-4	1	1	0.0
Cc1cc(C)c(S(=O)(=O)c2ccccc2C)c(OCCO)n1	-1	-10	-0.1	nt	-4.5	1	1	-4	-0.6
COc1cc(S(=O)(=O)N2CCN(c3ccccc3)CC2)ccc1F	-1	5	-1.7	nt	-0.2	3	-13	1	-2.4
COc1cccc(S(=O)(=O)N(C)C[C@@H]2OCc3cn(nn3)CCCC(=O)N([C@@H](C)CO)C[C@H]2C)c1	0	8	nt	-0.2&0.6	-1.2	3	-2	-1	-0.7
Cc1ccc(NC(=O)CC2SC3=NCCCN3C2=O)c(C)c1 (stereo not drawn)	1	3	-1.3	-8.2	-2.1	-8	21	6	1.3
O=C(COc1ccccc1)Nc1nccs1	-1	-1	5.0	-0.2	-2.3	8	-8	0	-0.9
COC(=O)CCN(C(=O)c1ccc2c(c1)OCO2)c1ccccn1	8	6	-2.3	-0.9	-0.8	-7	13	7	0.2
O=C(NC(=S)NC1CCCCCC1)c1cncc(Br)c1	0	10	-2.8	nt	-0.3	-1	5	-2	-0.2
C=CCC1(C(=O)N(C)Cc2ccccc2)CCN(C(=O)OC(C)(C)C)CC1	0	2	-2.9	-0.4	-2.1	4	-4	-1	0.4
Cc1cc(C)c2nc(-c3ccccn3)cc(C(=O)Nc3ccc(S(=O)(=O)Nc4onc(C)c4C)cc3)c2c1	-3	nt	1.2	nt	-0.8	nt	0	16	-0.2
CC(C)C(NC(=O)c1ccc(Cl)c([N+](=O)[O-])c1)C(=O)NCc1ccccn1 (stereo not drawn)	-4	7	2.7	-0.4	-1.5	-13	1	11	-0.4
CSc1nsc(SCC(=O)Nc2ccc(F)cc2F)n1	1	-3	-0.2	0.5	-3.2	7	-2	3	0.1
Cc1ccccc1Sc1ccc(N)cn1	4	-15	2.1	-0.8	0.2	8	nt	3	nt
Cc1ccc(-c2nc3ccccc3c(=O)n2CCCN2CCOCC2)cc1	2	-5	-5.4	nt	0.8	-25	-15	4	-1.6
CCOC(=O)c1cc(NC(=O)Nc2nccs2)c(C)nc1C	2	-9	3.3	nt	-1.1	4	-2	7	-0.1
CCn1ccnc1CN(C)Cc1cn(C)nc1-c1ccccc1F	-1	-10	-3.4	nt	-1.0	-6	-1	0	0.1
CCCCC(=O)N/N=C/c1c(O)n(CCc2ccc(OC)c(OC)c2)c(=O)[nH]c1=O	-1	0	0.3	nt	-0.1	-9	3	0	-0.3

Source: PubChem BioAssay (several laboratories)
